GLA spleen mod – inhibits or activates alpha-galactosidase in human spleen homogenate; P06280; human spleen homogenate, 4MU-alpha-Gal fluorescence, 40 min; Potency, µM (doses to about 80 µM), for the others: top-dose activity change, negative = inhibition, usual class: inhibitors; 240,000 tested, 0.008% active; AID 2107;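 also: 0% = enzyme with vehicle and -100% = no enzyme basal signal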
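Human spleen homogenate (1 ug) as enzyme source, 4-methylumbelliferyl-alpha-D-galactopyranoside 1 mM final, citrate/phosphate pH 5.0 with 0.01% Tween-20. Compounds 40 min at 37C, NaOH/glycine stop; fluorescence Ex 365/Em 440, Hill-fit AC50.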
Tau fluor cs – counter-screen for tau fibril formation inhibitors; tau K18 P301L (four-repeat tau fragment) Alexa594 fluorescence, heparin fibrillization; Potency, µM (highest dose often 57.7 µM), for the others: at the highest dose activity change, negative = decrease; 280,000 tested, 0.93% active; AID 1463; also: % is scaled to controls: 0 for no effect and ±100 for the full control effect; nearly all actives have a fitted effect of over 55% in size
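Human K18 P301L tau (15 uM unlabeled plus 0.24 uM Alexa 594-labeled, final) in 100 mM sodium acetate pH 7 was mixed with compound and 20 uM heparin and incubated 6 hr at 37 C.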
Epigenetic reg – derepresses silenced GFP reporter in murine cells | Potency, µM (series often up to 53.9 µM), without a hit: top-dose GFP activation, hits mostly activators | murine LDR cells, GFP reporter derepression, 30 h | AID 1865 | 280,000 tested, 0.2% active; also: % of control where 0% means no effect; nearly all actives have a fitted effect of over 60% in size
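Murine LDR cells carrying a silenced, genomically integrated CMV-driven GFP reporter were exposed to compound for 30 hours at 37 C. After PBS washes, GFP-positive cells (20–120 um objects) were counted by laser-scanning microplate cytometry.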
ALDH1A1 inh – inhibitors of human aldehyde dehydrogenase 1A1. AID 1030. Purified ALDH1A1, NADH fluorescence, propionaldehyde substrate. 220,000 tested, 7.3% active. Potency, µM (doses to about 75.3 µM), for the others: at the top dose activity, negative = inhibition, actives largely listed as inhibitors; active = well fitted inhibition curve with a large enough effect, not every such curve was filed as active; inconclusive = small, poorly fitted or top-dose-only effect, or another doubt; inactive = no such curve, though single readings can be large or run the other way;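 also: plate controls were no enzyme wells and a reference inhibitor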
Target sequence (P00352 whole entry, looked up): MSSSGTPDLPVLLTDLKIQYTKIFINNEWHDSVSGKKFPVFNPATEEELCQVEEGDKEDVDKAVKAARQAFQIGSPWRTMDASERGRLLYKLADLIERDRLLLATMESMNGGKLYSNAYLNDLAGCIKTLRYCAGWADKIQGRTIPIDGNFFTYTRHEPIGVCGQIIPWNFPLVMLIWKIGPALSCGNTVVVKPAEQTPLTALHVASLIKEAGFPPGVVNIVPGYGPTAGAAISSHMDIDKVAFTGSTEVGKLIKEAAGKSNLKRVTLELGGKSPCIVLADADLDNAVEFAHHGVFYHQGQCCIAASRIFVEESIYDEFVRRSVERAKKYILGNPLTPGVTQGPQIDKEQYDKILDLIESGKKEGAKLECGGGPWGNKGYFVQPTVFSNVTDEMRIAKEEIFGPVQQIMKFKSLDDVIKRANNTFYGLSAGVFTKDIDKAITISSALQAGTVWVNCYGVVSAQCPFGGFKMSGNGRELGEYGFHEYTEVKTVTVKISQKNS
GAA spleen mod – inhibits or activates alpha-glucosidase in human spleen homogenate | AID 2112 | 240,000 tested, 0.006% active | P10253 | human spleen homogenate, 4-MU-alpha-glucoside fluorescence | Potency, µM (titrated, usually from 79.9 µM), without a hit: top-dose activity change, negative = inhibition, most hits filed as inhibitors;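 also: 0% = enzyme with vehicle and -100% = no enzyme basal signal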
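Enzyme source: human spleen homogenate, 1 ug/well. Buffer 50 mM citric acid/K phosphate pH 5.0, 0.01% Tween-20. 4-MU-alpha-glucoside 1 mM; 37 C x 40 min; NaOH/glycine stop; fluorescence.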
NPSR antagonist – antagonists of human neuropeptide S receptor cAMP signaling; Potency, µM (top dose mostly 38.3 µM), for inactives: top-dose activity change, negative = inhibition, most hits filed as inhibitors; 220,000 tested, 1% active; CHO-NPSR cells, cAMP TR-FRET, antagonist mode; Q6W5P4; AID 1461; also: % is scaled to controls: 0 for no effect and ±100 for the full control effect; nearly all actives have a fitted effect of over 50% in size; many of its hits are not listed in these tables
Target sequence (Q6W5P4 whole entry, looked up): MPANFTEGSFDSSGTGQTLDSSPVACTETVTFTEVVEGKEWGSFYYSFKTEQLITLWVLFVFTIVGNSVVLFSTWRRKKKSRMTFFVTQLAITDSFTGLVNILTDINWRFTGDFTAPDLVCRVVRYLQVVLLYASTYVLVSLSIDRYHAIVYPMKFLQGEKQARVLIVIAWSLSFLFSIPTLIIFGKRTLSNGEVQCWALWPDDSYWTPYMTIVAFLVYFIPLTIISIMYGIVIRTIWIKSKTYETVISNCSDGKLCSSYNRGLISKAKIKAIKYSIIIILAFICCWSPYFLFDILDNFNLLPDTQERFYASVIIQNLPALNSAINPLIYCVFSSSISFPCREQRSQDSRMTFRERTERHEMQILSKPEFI
GAA glycogen – alters human alpha-glucosidase cleavage of glycogen | 300,000 tested, 0.38% active | AID 2100 | P10253 | recombinant GAA, glycogen substrate, Amplex Red glucose oxidase fluorescence | Potency, µM (series often up to 76.4 µM), inactives show at the top dose activity change, negative = inhibition, hits mostly inhibitors;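 also: 0% = full enzyme reaction and -100% = no-enzyme basal signal; the screen sought inhibitors and activators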
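Recombinant human alpha-glucosidase (4 nM final) hydrolysed bovine liver glycogen (30 ug) for 40 min at 37 C in pH 5.0 citrate/phosphate with 0.01% Tween-20. Released glucose detected by glucose oxidase/Amplex Red, Ex 573/Em 610 nm. Compounds up to 77 uM; AC50 from Hill fits.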
GAA inhib – alpha-glucosidase (human) inhibition. P10253. purified human GAA, 4-MU-alpha-glucoside fluorescence. Potency, µM (titrated, usually from 76.9 µM), for the others: at the highest dose activity change, negative = inhibition, most hits filed as inhibitors. 200,000 tested, 0.005% active;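 also: plate controls were uninhibited enzyme wells for no effect and no-enzyme background for full effect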
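Compounds are titrated up to 77 uM against 4 nM human enzyme. Substrate 4-methylumbelliferyl-alpha-D-pyranoside (400 uM) reacts 20 min at room temperature in pH 5.0 buffer; liberated 4-methylumbelliferone is read at 440 nm.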
Starred values were filed as active, the others as inactive; ? = inconclusive; / = no result given; & = joins results of further samples; [ ] = remark or other dose. Unless noted, calls follow the shape of the dose curve; as a rule, active = well fitted curve in the direction sought with a large enough effect; inconclusive = small, poorly fitted or top-dose-only effect, or another doubt; inactive = no such curve, though single readings can be large; an effect the other way counts as inactive or inconclusive. Potency is read from the fitted curve at half-maximal effect. Only part of the results is shown; count on the stated rates, not on these rows.

Order of results – GLA spleen mod	Tau fluor cs	Epigenetic reg	ALDH1A1 inh	GAA spleen mod	NPSR antagonist	GAA glycogen	GAA inhib
COc1cc([N+](=O)[O-])c(C(=O)N2CCOCC2)c([N+](=O)[O-])c1
    0%	-2%	3.9%	6%	4%	14%	6%	-1%
O=C(COc1ccccc1)N(Cc1ccco1)C1CCS(=O)(=O)C1 (stereo unspecified)
    -9%	-4%	-1.9%	22µM*	-1%	13%[46.1 µM]	-4%	6%
COc1ccc(-c2nn(-c3ccccc3)cc2/C=N/NC(=O)c2cccc(S(=O)(=O)Nc3ccccc3OC)c2)cc1
    -4%	-10%	0.0%	?	-9%	-13%	2%	?
O=S(=O)(Cc1cc(Sc2ccc(Cl)cc2)nc(-c2ccccc2)n1)c1ccccc1
    -3%	-17%	-0.4%	8%	-3%	-23%[46.1 µM]	3%	-5%
Cc1cc(-c2nnc(-c3cc4ccccc4oc3=O)o2)c(C)n1-c1ccccc1
    -2%	-9%	-0.1%	?	-3%	?	8%	-10%
O=C(CN1CCCC1)Nc1ccccc1Sc1ccccc1
    -9%	-9%	-6.5%	1%	-8%	-20%	-17%	-11%
O=C(N/N=C/c1coc2ccccc2c1=O)c1ccccc1
    1%	-6%	5.9%	4µM*	/	-9%	-15%	9%
O=C(CN1C(=O)c2cccnc2C1=O)c1ccccc1
    33%	-4%	-1.0%	-5%	-1%	7%	4%	1%
CCN(CC)C(=O)c1sc(N2C(=O)Nc3ccccc3N2O)c(C(=O)OC)c1C
    -9%	0%	-0.3%	0%	-9%	3%	-7%	1%
Cc1ccc(C23OC(=O)C(C)(C)C2OC(=O)C3(C)C)cc1 (stereo unspecified)
    4%	-8%	1.0%	2%	1%	-10%[46.1 µM]	-14%	-3%
CN1c2ccccc2C(C)(C)C12CC(CCl)=NO2 (stereo unspecified)
    -3%	-16%	-1.0%	?	-13%	-14%[46.1 µM]	7%	8%
O=C(/C=C\c1ccc2c(c1)OCO2)NC1(C(=O)Nc2ccc3c(c2)OCO3)CCCCC1
    0%	-25%	1.0%	5%	-9%	-17%	0%	1%
COc1ccc(NS(=O)(=O)c2ccc(N3CCOCC3)c(NC(=O)c3ccccc3Br)c2)cc1
    -1%	?	-2.4%	/	-9%	?	-5%	/
COCCN1C(=O)C(CC(=O)Nc2ccccc2)SC1=Nc1ccc(OC)cc1 (stereo unspecified)
    4%	-21%	-0.7%	-7%	-4%	-15%[46.1 µM]	-2%	-8%
CC(C)OC(=O)CSc1nnc(-c2cnccn2)n1-c1ccc(Cl)cc1
    0%	5%	-2.2%	10µM*	2%	-17%[46.1 µM]	8%	4%
Cc1cccc(C2c3[nH]c4ccccc4c3CCN2Cc2cccn2-c2ncccn2)c1 (stereo unspecified)
    -10%	-28%	-1.1%	-7%	7%	-48%	-3%	5%
CC(C)(C)NC(=O)NC(=O)CN1CCN(Cc2ccccc2)CC1
    3%	1%	-1.4%	?	-2%	5%	8%	10%
CCSC1=C(C#N)C(c2cccs2)C(C(=O)OC)=C(C)N1 (stereo unspecified)
    -1%	-16%	-7.3%	?	-5%	-12%[46.1 µM]	-1%	?
Cc1ccn2c(Nc3ccccc3C)c(-c3ccncc3)nc2c1
    -4%	-21%&-13%	-1.2%&1.5%	?	-5%	5%	?	-18%
CCOC(=O)COn1c(-c2cccc(Cl)c2)nc2ccc([N+](=O)[O-])cc21
    -22%	-27%	0.0%	-11%	1%	-10%[46.1 µM]	-3%	2%
Cc1ccc(S(=O)(=O)N2CCC(C(=O)O)CC2)cc1
    1%	-1%	-1.0%	14%	-3%	-11%	7%	-6%
NNC(=O)c1sccc1OCc1ccc(F)cc1
    0%	6%	-3.2%	10µM*	1%	5%	-27%	-15%
O=C(Cc1ccc(Cl)cc1)c1c(O)cc(O)cc1O
    4%	16µM*[quencher]	-0.8%	3%	8%	/	/	/
Cc1ncccc1C(=O)N1CCCC(C(=O)c2ccc3c4c(cccc24)CC3)C1 (stereo unspecified)
    -3%	-14%	-1.0%	?	-11%	32%	7%	15%
N#Cc1cc2c([nH]c1=S)CCCC2
    -3%	-7%	-1.0%	8.9µM*	-2%	8%	2%	4%
O=C(Nc1ccc2c(c1)OCCO2)c1ccc(Br)c(S(=O)(=O)N2CCOCC2)c1
    7%	-26%	-6.9%	?	3%	-9%[46.1 µM]	8%	?
CCCn1c(SCC(=O)N2c3ccccc3CC2C)nnc1-c1ccco1 (stereo unspecified)
    -3%	2%	-0.8%	-14%	-7%	-7%[46.1 µM]	-1%	0%
Cn1nnc2cc(C(=O)N3CCC(c4ccccc4)C3)ccc21 (stereo unspecified)
    4%	6%	0.0%	5%	0%	-5%[46.1 µM]	4%	-11%
Cc1ccc(-n2c(C)nc3ncnc(-c4ccccc4)c32)cc1
    4%	7%	3.9%	-7%	-1%	0%	7%	-14%
COc1ccc(NC(=O)CSc2ccc(-c3ccccn3)nn2)cc1OC
    -5%	-12%	0.0%	14µM*	-2%	17%	18%	3%

3 of the entries above in order of the GAA spleen mod value, smallest number first.
mol | GLA spleen mod | Epigenetic reg | ALDH1A1 inh | GAA spleen mod | NPSR antagonist | GAA glycogen | GAA inhib
O=C(/C=C\c1ccc2c(c1)OCO2)NC1(C(=O)Nc2ccc3c(c2)OCO3)CCCCC1 | 0% | 1.0% | 5% | -9% | -17% | 0% | 1%
COCCN1C(=O)C(CC(=O)Nc2ccccc2)SC1=Nc1ccc(OC)cc1 (stereo unspecified) | 4% | -0.7% | -7% | -4% | -15%[46.1 µM] | -2% | -8%
Cc1cc(-c2nnc(-c3cc4ccccc4oc3=O)o2)c(C)n1-c1ccccc1 | -2% | -0.1% | ? | -3% | ? | 8% | -10%

Random excerpt: two entries already listed, in no set order.
Order of results – GLA spleen mod	Tau fluor cs	Epigenetic reg	ALDH1A1 inh	GAA spleen mod	NPSR antagonist	GAA glycogen	GAA inhib
CCN(CC)C(=O)c1sc(N2C(=O)Nc3ccccc3N2O)c(C(=O)OC)c1C
    -9%	0%	-0.3%	0%	-9%	3%	-7%	1%
Cc1cccc(C2c3[nH]c4ccccc4c3CCN2Cc2cccn2-c2ncccn2)c1 (stereo unspecified)
    -10%	-28%	-1.1%	-7%	7%	-48%	-3%	5%

More compounds follow:
Order of results – GLA spleen mod	Tau fluor cs	Epigenetic reg	ALDH1A1 inh	GAA spleen mod	NPSR antagonist	GAA glycogen	GAA inhib
COc1ccc(C2=NC(CO)(CO)CO2)cc1
    6%	13%	-0.1%	12%	-8%	11%	1%	4%
Cc1ccc(S(=O)(=O)N(C)C)cc1NC(=O)COC(=O)c1c(C)noc1C
    -4%	4%	0.0%	11%	4%	10%	1%	0%
CCc1nc(N)c(C#N)c(-c2ccncc2)c1C
    3%	-2%	-1.7%	3%	-4%	7%[46.1 µM]	-4%	6%
CN(NS(=O)(=O)c1ccc(Cl)cc1)c1cnn(C)c(=O)c1Cl
    -13%	-12%	1.1%	47%[activator]	-4%	9%	3%	-2%
N#Cc1c(F)cccc1NCc1cccs1
    -1%	-15%	0.4%	1%	3%	18%	-4%	-1%
Cc1cc(C)cc(NC(=S)NCCCN2CCOCC2)c1
    -19%	5%	-2.0%	5%	-10%	13%	9%	6%
COC(=O)c1c(C(=O)OC)c(-c2ccc(C)cc2)n2c1CS(=O)(=O)C2
    2%	-12%	-1.0%	-4%	5%	-15%[46.1 µM]	4%	-1%
CN(CC#CC(O)(c1ccccc1)c1ccccc1)C(C)(C)C
    2%	-1%	-1.3%	12%	3%	-20%	-3%	-8%
O=C(NC1CCCCCCC1)c1ccc2c(c1)OCO2
    -1%	1%	0.9%	-1%	3%	-2%[46.1 µM]	3%	-9%
OC(c1ccc(OCc2ccccc2)cc1)c1nnc(-c2ccccc2)o1 (stereo unspecified)
    -7%	-17%	0.0%	-2%	-8%	7%[46.1 µM]	-2%	?
CCC(C)NC(=O)c1cnn2c(C)c3c(nc12)CCCC3 (stereo unspecified)
    4%	-4%	-0.9%	?	-5%	-25%[46.1 µM]	2%	-4%
O=C(O)CCCCc1nc2ccccc2s1
    -4%	-6%	0.1%	0%	-3%	-5%[46.1 µM]	9%	-7%
Cc1cc(NC(=O)CCOc2ccccc2)no1
    8%	-4%	-1.8%	-12%	-2%	6%[46.1 µM]	4%	-14%
O=C1CCC(=O)N1CCC(c1ccc(F)cc1)c1ccco1 (stereo unspecified)
    5%	-6%	-1.1%	-6%	10%	-4%[46.1 µM]	2%	3%
CCOc1ccccc1CN1CCN(S(C)(=O)=O)CC1
    3%	-8%	-1.0%	-15%	2%	-2%[46.1 µM]	3%	-3%
CCc1c(C)nc2ncnn2c1NC1CCCc2ccccc21 (stereo unspecified)
    1%	-8%	1.1%	6%	6%	20%	-9%	-7%
CC(C)(C)c1nc[nH]c(=O)c1Br
    4%	-8%	2.9%	4%	-1%	19%	4%	7%
COc1ccccc1/C=C/C=N/n1c(-c2ccccc2)n[nH]c1=S
    -4%	-7%	-1.8%	28µM*	-2%	13%	3%	-7%[15.4 µM]
O=C(O)CCC(=O)NNC(=O)c1ccc([N+](=O)[O-])cc1
    -18%	0%	1.2%	/	-18%	11%	1%	/
CCOC(=O)C1=C(C)Nc2nc(SCC(=O)OC)nn2C1c1cc(F)cc(F)c1 (stereo unspecified)
    -6%	-13%	6.5%	5%	-1%	-22%[46.1 µM]	-1%	-9%
Cc1ccc2[nH]cc(CCNC(=O)Nc3ccccc3)c2c1
    10%	?	1.8%	10%	9%	-18%[46.1 µM]	22%	-5%
COn1c(SCc2ccc(Cl)cc2)nc2ccccc2c1=O
    -8%	-21%	-2.2%	2%	-5%	?	-9%	0%
Cc1ccc2c(c1)nnn2C1CCN(S(=O)(=O)c2ccc3ccccc3c2)CC1
    -1%	-19%	0.0%	2%	-7%	25%[46.1 µM]	-4%	-10%
CN(C)S(=O)(=O)c1cccc(NC(=S)NN=C(Cc2ccccc2)Cc2ccccc2)c1
    -4%	-17%	0.0%	?	-3%	-12%	8%	-7%
COC(=O)CSc1nc2ccc(C)cc2cc1C#N
    -3%	-29%	?	4%	-7%	-24%	3%	4%
CC(=O)N/N=C(\C)C1COc2ccccc2O1 (stereo unspecified)
    -6%	-19%	-1.1%	/	-4%	6%	-2%	/
Cc1ccc(OCC(=O)NCc2ccc3c(c2)OCO3)c([N+](=O)[O-])n1
    0%	3%	-0.7%	-9%	-3%	14%	3%	6%
S=C(c1ccc(-c2ccc(Cl)cc2)o1)N1CCCCC1
    0%	-15%	0.0%	?	-2%	-9%[46.1 µM]	-1%	6%
